From PubChem
GLS inh – blocks human kidney-isoform glutaminase activity; GLS enzymatic activity, qHTS titration; Potency, µM (doses to about 45.5 µM), for inactives: top-dose activity change, negative = inhibition, most hits filed as inhibitors; 0.21% of 410,000 active; note: potency is the fitted concentration of half-maximal effect; % is set by controls: 0 for no effect and ±100 for the full control effect
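Coupled fluorescence readout: glutamate oxidase/HRP/Amplex Red detect glutamate formed by hKGA from L-glutamine (1 mM solution added). Buffer 45 mM KH2PO4 pH 8.2, 0.02% Tween-20; reads at t0 and 30 min RT.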
RGS4 inhibitor – blocks human RGS4-accelerated GTP hydrolysis; 0.039% of 390,000 active; Transcreener GDP fluorescence polarization, RGS4-accelerated GTP hydrolysis; Potency, µM (series often up to 114 µM), for the others: at the highest dose activity change, negative = inhibition, most hits filed as inhibitors; note: potency is the fitted concentration of half-maximal effect; % is set by controls: 0 for no effect and ±100 for the full control effect; nearly all actives have a fitted effect of over 75% in size; some results filed as inactive show a strong effect at the top dose
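MLSMR compounds (23 nl, pin-transferred) preincubated 10 min at room temperature with a 500nM (2x) first reagent, then RGS4 at 900nM (2x) plus Transcreener GDP mix added; fluorescence polarization (620/688 nm) read before and after 90 min at 30 °C.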
PI4K2A block – PI4K2A (human) kinase inhibition | Q9BTU6 | purified PI4K2A, ADP-Glo luminescence, 1 h; stronger effect = lower value | activity change, negative = inhibition, % at 76.9 µM | 0.13% of 420,000 active | AID 1346378; in the data active = activity change below about -50%; inconclusive = mostly about -30% to -49%;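 note: -100% = wells without enzyme as full effect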
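Compounds are screened against recombinant PI4K2A using PI as substrate and ATP, the latter dispensed at 300 microM. Reactions run one hour at ambient temperature before ADP-Glo detection; full inhibition defined by wells lacking enzyme.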
ERG-DNA inh – inhibitors of human ERG Ets domain-DNA interaction. 0.028% of 370,000 active. Potency, µM (series often up to 76.9 µM), without a hit: at the top dose FP activity, negative = inhibition, actives largely listed as inhibitors. P11308. AID 624246. fluorescence polarization, His-ERG Ets domain / labelled DNA; active = well fitted inhibition curve with a large enough effect in the polarisation, with a control signal flat; inconclusive = small, poorly fitted or top-dose-only effect, or effect the other way, or a change in a side signal; inactive = no such curve, though single readings can be large or run the other way; the % refers to the polarisation;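 note: polarization taken with two DNA probes labelled with fluorescein and Texas red; potency is the fitted concentration of half-maximal effect; % of control where 0% means no effect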
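His-tagged ERG Ets domain (1 uM in the protein solution; 300mM KCl, 50mM Tris-HCl, 1mM EDTA, 1mM DTT, pH 7.5) received compound, then a probe mix of 5 nM fluorescein-DNA and 100nM Texas-615-DNA. Fluorescence polarization was read for both dyes.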
HP1b binding inh – HP1-beta chromodomain-methylated histone interaction inhibition | 0.56% of 390,000 active | Potency, µM (top dose mostly 114 µM), for the others: top-dose activity change, negative = inhibition, most hits filed as inhibitors | P83916 | AlphaScreen HP1-beta / biotin-H3K9me3 peptide binding; note: potency is the fitted concentration of half-maximal effect; nearly all actives have a fitted effect of over 70% in size; inactives centre near 23
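HP1-beta protein (50 nM final) preincubated 30 min at room temperature with biotinylated H3(1-18)K9me3 peptide (50 nM) in PBS pH 7.4, 0.01% Tween-20, then compound added for 30 min. AlphaScreen streptavidin donor/nickel chelate acceptor beads (10 ug/mL final), 30 min dark, luminescence read.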
BAZ2B block – BAZ2B (human) inhibition | 4.4% of 360,000 active | Q9UIF8 | AlphaScreen BAZ2B-H3K14Ac peptide displacement | Potency, µM (highest dose often 114 µM), inactives show at the top dose activity change, negative = inhibition, most hits filed as inhibitors; note: potency is the fitted concentration of half-maximal effect; % is set by controls: 0 for no effect and ±100 for the full control effect; nearly all actives have a fitted effect of over 60% in size
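In this displacement format the biotinylated H3(5-23) peptide acetylated at Lys14 serves as ligand at 50 nM, with BAZ2B at 50 nM in PBS pH 7.4 containing 0.01% Tween-20. Donor and acceptor beads are 10 ug/mL final.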
JMJD2A Tudor – inhibitors of human JMJD2A Tudor domain. AlphaScreen JMJD2A-Tudor / H3K4me3 peptide binding. Potency, µM (highest dose often 114 µM), inactives show top-dose activity change, negative = inhibition, usual class: inhibitors. 4.4% of 390,000 active. O75164; note: potency is the fitted concentration of half-maximal effect; % is set by controls: 0 for no effect and ±100 for the full control effect; nearly all actives have a fitted effect of over 50% in size
G9a inh – inhibitors of human histone lysine methyltransferase G9a | Q96KQ7 | G9a H3K9 monomethylation, AlphaScreen, 2 h | Potency, µM (top dose mostly 102 µM), without a hit: top-dose activity, negative = inhibition, actives largely listed as inhibitors | 8.8% of 350,000 active | AID 504332; note: potency is the fitted concentration of half-maximal effect; % is set by controls: 0 for no effect and ±100 for the full control effect; nearly all actives have a fitted effect of over 75% in size
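Using a bead-based AlphaScreen, monomethylated H3K9 product from 2 h room-temperature reactions (G9a 20 nM, peptide 500 nM, SAM 20 uM) was detected with 0.5 ug/mL rabbit anti-H3K9me1 antibody.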
ALOX12 inh – inhibitors of human 12S-lipoxygenase ALOX12 | P18054 | purified 12hLO, xylenol orange hydroperoxide absorbance | Potency, µM (top dose mostly 108 µM), for the others: at the top dose activity change, negative = inhibition, usual class: inhibitors | 1.1% of 580,000 active | AID 1671190; note: potency is the fitted concentration of half-maximal effect; % is set by controls: 0 for no effect and ±100 for the full control effect
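Hydroperoxide product was detected by ferrous iron/xylenol orange as the 573 to 405 nm absorbance ratio. Arachidonic acid at 40 uM (final) was turned over for 30 min at room temperature by 150 nM human 12hLO, pH 7.0 Hepes buffer, after 15 min compound preincubation.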
* = called active by the depositor; ? = inconclusive; . = no result given; & = joins results of further samples; [ ] = dose if it differs, or a comment. Unless noted, calls come from the whole dose curve; as a rule, active = well fitted curve in the direction sought with a large enough effect; inconclusive = small, poorly fitted or top-dose-only effect, or another doubt; inactive = no such curve, though single readings can be large; an effect the other way counts as inactive or inconclusive. A portion of the library. The share of hits here may be higher or lower than overall.

Every second line gives: GLS inh	RGS4 inhibitor	PI4K2A block	ERG-DNA inh	HP1b binding inh	BAZ2B block	JMJD2A Tudor	G9a inh	ALOX12 inh
[1] Cc1cc(NC(=O)CCC(=O)N(CC2CCCO2)C(C(=O)NC2CCCC2)c2cccnc2)no1 (stereo not drawn)
  22.5%	-50.6%[56.9 µM]	-10.1	8.8%	?	0.6%[57.1 µM]	?	-7.7%[12.7 µM]	0.0%
[2] CC(C)CCSc1nc2c(c(=O)[nH]c(=O)n2C)n1CCc1ccccc1
  -0.1%	-3.1%	6.3	1.3%	20.8%	?	18.9%	?	-14.2%
[3] O=C(NC1CCOc2ccccc21)C1CCCC1 (stereo not drawn)
  -8.1%	-27.0%	4.2	3.0%	23.5%	4.1%	-2.7%	4.6%[59 µM]	-12.0%
[4] COc1ccccc1CCNS(=O)(=O)CCNC(=O)c1ccc2c(c1)OCO2
  -8.1%	-4.1%	-4.2	7.1%	35.7%	5.5%	-2.0%	-15.4%	6.6%
[5] CCN(C(=S)NC(=O)CCc1ccccc1)c1ccccc1
  -2.2%	-11.4%	4.2	-5.5%	-3.3%	-5.1%	?	8.91µM*	-6.4%
[6] C=CCc1ccccc1OCC(O)CN1C(=O)c2ccccc2C1=O (stereo not drawn)
  -6.2%	-7.3%	0.8	-4.2%	30.2%	14.2%	-13.8%	.	0.0%
[7] CCS(=O)(=O)c1nc(S(=O)(=O)c2ccc(C)cc2)c(NCCCOC)s1
  -5.1%	-9.3%	2.7	-3.6%	35.2%	-1.2%	-24.5%	2.7%[59 µM]	-28.0%
[8] CC1(C)C2CCC1(C)C(OC(=O)c1ccccc1C(=O)O)C2 (stereo not drawn)
  -9.6%	12.5%	2.6	5.0%	3.8%	-2.1%	-5.2%	7.4%[59 µM]	0.0%
[9] COCCN1C(=O)c2ccccc2C(C(=O)N2CCN(c3ccccn3)CC2)C1c1ccc(F)cc1 (stereo not drawn)
  -14.0%	-20.8%	3.9	-2.8%	39.2%[activator]	6.6%	-8.2%	-2.1%[59 µM]	34.1%
[10] Cc1cc(C(=O)NCCCN2CCCC2=O)no1
  -4.2%	-9.6%	-0.9	-7.0%	28.8%	-3.9%	-3.5%	?	19.3%
[11] COC(=O)c1ccccc1C(=O)N1CCCC(C(=O)c2cc(F)ccc2F)C1 (stereo not drawn)
  -8.4%	4.8%	5.5	-3.5%	23.9%	-13.4%	4.8%	-16.5%	0.0%
[12] COc1cccc(NC(=O)N(CCCN2CCOCC2)C(C)c2cc3ccccc3o2)c1 (stereo not drawn)
  2.1%	-19.5%	8.7	4.1%	27.9%	6.9%	-14.1%	10.7%[12.7 µM]	-4.0%
[13] COc1ccc(CC(=O)NCc2ccc3c(c2)CCN3C(=O)c2ccc(Cl)cc2)cc1
  2.9%	2.6%	-6.3	-4.0%	3.0%	-5.7%	-14.7%	-0.1%[59 µM]	-42.7%
[14] CC1CCN(CCCN2C(=O)C3C(C(=O)Nc4cccc(Cl)c4)C4C=CC3(O4)C2C(=O)NC2CCCCC2)CC1 (stereo not drawn)
  -1.6%	-4.1%	0.4	-3.8%	13.1%	-11.6%	-10.0%	?	-4.0%
[15] CCC(CC)C(=O)Nc1cccc(/C(C)=N/NC(=O)c2c(Br)cnn2C)c1
  6.8%	-36.7%	2.6	-4.9%	53.3%[activator]	-1.4%	6.6%	-3.1%	?
[16] COc1cc(/C=N/NC(N)=O)cc([N+](=O)[O-])c1O
  0.0%	27.3%	-2.7	5.2%	-17.4%	?	-23.6%	?	-6.4%
[17] Cc1nc(N2CCCC2)c2c(C(=O)Nc3cccc(C)c3C)c(C)oc2n1
  0.7%	-7.5%	-1.9	-8.6%	19.2%	0.5%[57.1 µM]	-18.1%	-5.5%[59 µM]	-19.2%
[18] CCOC(=O)[C@@H](CCc1ccccc1)N[C@H](C)C(=O)N1[C@H](C(=O)O)C[C@@H]2CCC[C@@H]21
  -4.1%	4.9%	-3.9	-9.0%	18.0%	-27.6%	-5.0%	5.3%[12.7 µM]	-10.1%
[19] O=C(O)c1ccccc1-c1ncc(-c2ccccc2)o1
  18.9%	16.3%	-3.2	-3.9%	10.4%	.	-6.8%	.	9.0%
[20] O=C(CN1CCN(Cc2ccc(F)cc2)C1=O)NCc1ccc(F)cc1
  -2.6%	-6.3%	0.9	3.5%	25.0%	5.6%	-13.8%	-28.4%[59 µM]	-2.0%

(listing goes on)
Every second line gives: GLS inh	RGS4 inhibitor	PI4K2A block	ERG-DNA inh	HP1b binding inh	BAZ2B block	JMJD2A Tudor	G9a inh	ALOX12 inh
[21] CC(=O)Nc1ccc(NC(=O)C(C)Sc2n[nH]c(=O)n2Cc2ccccc2)cc1 (stereo not drawn)
  4.0%	9.2%	-1.5	-6.8%	8.2%	6.0%	-13.0%	-9.2%	14.2%
[22] C=CCCN(C(CC(C)C)C(=O)OC)S(=O)(=O)c1cc(Br)ccc1Br (stereo not drawn)
  1.5%	0.5%&-0.7%	-1.1	-11.4%	98.6%&82.7%[activator]	37.6%	59.3%&43.2%[activator]	7.2%[59 µM]	-2.4%
[23] CCOC(=O)C1=C(C)NC(=O)C(C(N)=O)C12CCCCC2 (stereo not drawn)
  -7.7%	16.0%	1.1	-2.1%	28.5%	.	10.1%	-10.7%[59 µM]	0.0%
[24] CC(=O)O/N=C(/c1nonc1N)N(C)C
  -4.3%	-5.3%	3.8	10.2%[15.4 µM]	32.5%	-0.6%	-11.4%	.	5.6%
[25] CC(C)CN(C(=O)COC(=O)c1ccc2ccccc2n1)C1CCS(=O)(=O)C1 (stereo not drawn)
  3.2%	-18.4%	4.2	2.0%	47.4%[activator]	-6.1%	-5.8%	6.4%	-13.2%
[26] COc1ccc(C(=S)N2CCN(C)CC2)cc1
  0.0%	?	-1.0	-5.5%	-7.5%	11.1%	1.7%	-7.4%[12.7 µM]	?
[27] O=C(Nc1cccc2ccccc12)N1N=CCC1c1ccccc1 (stereo not drawn)
  2.3%	-5.2%	1.7	0.9%	42.4%[activator]	-4.2%	7.5%	35.8%	0.0%
[28] Clc1ccc(OCc2nc3ccccc3[nH]2)cc1
  8.3%	2.8%	2.8	3.4%	26.7%	0.7%	-3.8%	-15.0%	-4.3%
[29] CC1CCCCC12NC(=O)N(CC(=O)N1CCc3ccccc3C1)C2=O (stereo not drawn)
  17.9%	-6.6%	4.9	-5.8%	10.2%	-4.7%	-6.8%	?	-16.5%
[30] Cc1ccc(CNc2nc(-c3ccco3)nn2S(C)(=O)=O)cc1
  -9.3%	-3.9%	-7.6	-4.6%	9.0%	-18.2%	-4.3%	-2.8%[59 µM]	-4.1%
[31] O=C(COC(=O)CCN1C(=O)/C(=C\C=C\c2ccccc2)SC1=S)Nc1ccc(Br)cc1
  0.4%	-24.8%	10.8	38.7%[activator]	-11.4%	?	?	?	?
[32] O=C(Cc1n[nH]c(=O)[nH]c1=O)N/N=C/c1c(O)ccc2ccccc12
  2.7%	0.0%	1.2	4.3%	11.1%	-19.7%	-31.2%	24.1%	-4.7%
[33] CCOC(=O)c1c(-c2ccccc2)oc2ccc(OCC(=O)O)cc12
  10.1%	-8.9%	0.2	-9.2%	22.3%	-3.8%	-9.2%	.	44.5%[activator]
[34] O=C(c1ccc(S(=O)(=O)N2CCOCC2)cc1)N1CCc2ccccc2C1
  7.9%	24.9%	-10.8	6.4%	26.0%	-11.0%	-6.6%	?	8.5%
[35] COC(=O)[C@@H](NC(=O)N(C1CCCCC1)C1CCCCC1)C(C)C
  -1.6%	-7.1%	-7.2	-5.9%	28.2%	5.5%	-8.8%	-3.2%	11.1%
[36] COc1cc(OC)c2c(c1)C(=O)OC2
  0.2%	2.5%	6.9	-22.4%	-4.9%	12.4%	-15.6%	-5.4%[59 µM]	11.9%
[37] COc1ccc(NC(=O)CSc2nnc(Cn3c(=O)sc4ccccc43)n2C)cc1OC
  -4.0%	-32.0%	-0.8	4.7%	58.5%[activator]	-0.3%	-11.4%	5.1%[59 µM]	183.0%[activator]
[38] CC(C)c1ccc(C(=O)N2CCN(CCO)CC2)cc1
  2.9%	24.0%	-5.1	-7.7%	27.5%	-26.1%	-34.2%	-39.2%[59 µM]	?
[39] COc1cccc(C(=O)Nc2ccc3nc4n(c(=O)c3c2)CCCCC4)c1
  -2.5%&-5.8%	-8.4%	-6.3&-4.6	-0.3%	32.5%	-12.9%	-6.4%	1.5%[59 µM]	21.7%&-18.1%
[40] CC(C)CC(=O)NCC(c1ccc2c(c1)OCO2)N1CCN(c2ccc(F)cc2)CC1 (stereo not drawn)
  32.7%[activator]	-20.7%	-5.3	-2.9%	38.7%[activator][57 µM]	22.9%	-22.9%	2.2%[59 µM]	-20.6%

Whole records as entered above.
COc1cccc(C(=O)Nc2ccc3nc4n(c(=O)c3c2)CCCCC4)c1 in the list: GLS inh: -2.5%&-5.8%; RGS4 inhibitor: -8.4%; PI4K2A block: -6.3&-4.6; ERG-DNA inh: -0.3%; HP1b binding inh: 32.5%; BAZ2B block: -12.9%; JMJD2A Tudor: -6.4%; G9a inh: 1.5%[59 µM]; ALOX12 inh: 21.7%&-18.1%
CC(C)CN(C(=O)COC(=O)c1ccc2ccccc2n1)C1CCS(=O)(=O)C1 (stereo not drawn) in the list: GLS inh: 3.2%; RGS4 inhibitor: -18.4%; PI4K2A block: 4.2; ERG-DNA inh: 2.0%; HP1b binding inh: 47.4%[activator]; BAZ2B block: -6.1%; JMJD2A Tudor: -5.8%; G9a inh: 6.4%; ALOX12 inh: -13.2%
